# Assay outcomes deposited in PubChem by Broad Institute.
# RAD54 inh = inhibitors of human RAD54 branch migration; RAD54 Holliday junction branch migration, FAM/BHQ fluorescence; inhibition, % at 10.4 µM; 0.14% of 360,000 active;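 active means mean normalized replicate activity at least 40 and at least half of replicates scoring 40 or more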;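 further: 0% = median of neutral control wells and 100% = median of positive control wells; inhibitors cause a drop in the FAM fluorescence signal; in these data hits start at about 50%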
# Target sequence (Q92698 whole entry, looked up): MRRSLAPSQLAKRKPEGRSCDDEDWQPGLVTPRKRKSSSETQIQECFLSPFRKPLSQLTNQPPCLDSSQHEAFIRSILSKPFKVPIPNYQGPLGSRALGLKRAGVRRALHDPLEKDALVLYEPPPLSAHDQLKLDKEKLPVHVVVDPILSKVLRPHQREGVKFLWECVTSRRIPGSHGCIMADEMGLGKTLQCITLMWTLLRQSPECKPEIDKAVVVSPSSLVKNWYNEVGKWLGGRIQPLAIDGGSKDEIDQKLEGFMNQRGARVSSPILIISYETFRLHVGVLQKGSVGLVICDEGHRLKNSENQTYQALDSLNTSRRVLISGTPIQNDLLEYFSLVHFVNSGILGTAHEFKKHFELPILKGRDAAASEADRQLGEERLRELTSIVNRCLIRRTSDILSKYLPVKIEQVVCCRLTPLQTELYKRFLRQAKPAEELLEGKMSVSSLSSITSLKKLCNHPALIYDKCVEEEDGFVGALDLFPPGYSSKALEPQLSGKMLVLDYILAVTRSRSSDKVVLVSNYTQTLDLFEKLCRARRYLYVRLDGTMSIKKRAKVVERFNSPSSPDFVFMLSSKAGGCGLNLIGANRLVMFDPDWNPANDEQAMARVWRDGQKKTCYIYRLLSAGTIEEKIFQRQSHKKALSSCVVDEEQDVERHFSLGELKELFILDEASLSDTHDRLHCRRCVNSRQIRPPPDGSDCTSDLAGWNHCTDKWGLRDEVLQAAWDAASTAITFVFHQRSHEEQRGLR
# ARNT TACC3 PPI = disrupts binding between human ARNT and TACC3; Q9Y6A5; 0.66% of 390,000 active; inhibition, % at 9.99 µM; AID 623870; AlphaScreen His-ARNT PAS-B/GST-TACC3 binding, luminescence; TACC3 fragment carries E629A point mutation;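 active means mean inhibition of replicates at least 50% and at least half of replicates each reaching 50%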;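 further: 0% = complete ARNT plus TACC3 wells and 100% = ARNT alone without TACC3; many hits fall short of the cut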
# esBAF inh = blocks esBAF chromatin remodeling in mouse ES cells. Bmi1-luciferase knock-in reporter, 24 h; 100% = twice the neutral-well signal. reporter increase, % at 12.5 µM. 2% of 350,000 active. AID 602393; in the data active means activation above about 40%;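 further: 0% = median of the plate's neutral control wells and 100% = double that signal; a rise in the Bmi1 reporter signal indicates esBAF inhibition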
# * = called active by the depositor.
SMILES,RAD54 inh,ARNT TACC3 PPI,esBAF inh
CCC(=O)Nc1cc(OC)c(NC(=O)c2ccccc2)cc1OC,6.7,1.9,0.9
CCCCOc1ccccc1C1C(C(=O)OC)=C(C)N(C)C(C)=C1C(=O)OC,7.0,-18.7,1.4
O=[N+]([O-])c1ccc(O)c(-c2nc(-c3ccccc3)c(-c3cccs3)[nH]2)c1,-3.4,1.0,-42.5
Cc1ccc(C)c(C(=O)COC(=O)c2ccc(Br)o2)c1,8.8,-3.5,8.1
COC(=O)Cc1cn(-c2ncc(C(F)(F)F)cc2Cl)c2ccccc12,-2.8,-7.1,7.8
Cc1noc(C)c1COC(=O)CCN1c2ccccc2Sc2ccccc21,-3.9,-3.1,3.3
CCOc1ccc(CCNC(=O)CCn2cccc2)cc1OCC,-14.2,4.9,-1.4
O=C(Nn1cnc2ccccc2c1=O)C1CCCCC1,2.8,-17.0,1.7
CN1CCN(S(=O)(=O)c2ccc(=O)[nH]c2)CC1,1.2,-10.5,-2.7
COC(=O)C1=C(C)N=c2s/c(=C/c3ccoc3)c(=O)n2C1c1ccccc1 (stereo unspecified),8.8,-0.4,3.8

# Given tab-delimited: part of the list above
Molecule	RAD54 inh	ARNT TACC3 PPI	esBAF inh
CCC(=O)Nc1cc(OC)c(NC(=O)c2ccccc2)cc1OC	6.7	1.9	0.9
O=[N+]([O-])c1ccc(O)c(-c2nc(-c3ccccc3)c(-c3cccs3)[nH]2)c1	-3.4	1.0	-42.5

# Following part:
SMILES,RAD54 inh,ARNT TACC3 PPI,esBAF inh
CC1(c2ccccn2)Nc2ccccc2-c2nc3ccccc3n21 (stereo unspecified),8.5,-1.6,36.5
O=C(NCCN1CCOCC1)c1ccc(CS(=O)(=O)Cc2ccccc2F)o1,-0.2,-5.4,-7.1
O=C(OC1CCCCC1=O)c1cc(=O)c2ccccc2o1 (stereo unspecified),-0.1,-2.1,-0.8
Cc1ccc(NC(C#N)c2ccccc2OCc2ccccc2)cc1 (stereo unspecified),-3.3,-6.5,5.2
O=c1oc2ccc3ccccc3c2c2c1SC(C(F)(F)F)C2 (stereo unspecified),3.2,-3.8,-13.5
CN1CCN(C2=C(Cl)C(=O)N(Cc3ccccc3)C2=O)CC1,-6.0,-2.5,-2.0
CCOC(=O)COC(=O)c1ccc(Oc2cc(C)nc(SC)n2)cc1,-2.7,-11.8,1.2
O=C(Nc1sc2c(c1-c1nc3ccccc3[nH]1)CCCC2)C1CCCC1,-1.2,-13.7,6.9
O=C(COC(=O)c1ccncc1)NC(=O)C1CCCCC1,-5.0,-2.4,-2.5
COc1ccc2nc(SCc3cccnc3)c(C#N)cc2c1,1.1,-2.6,12.2
CNC(=O)CN(c1cc(C)ccc1C)S(C)(=O)=O,4.3,-4.0,-8.3
CC1=C(C(=O)Nc2ccccc2)C(c2ccco2)C(C#N)=C(SCC(=O)OC(C)C)N1 (stereo unspecified),-7.9,-2.3,1.3
CC(C)(C)NC(=O)C1CCC(C)(C(=O)O)C1(C)C (stereo unspecified),-2.7,-7.1,-4.7
Cc1nn(-c2ccccc2)c(C)c1C(=O)OCC(=O)N1c2ccccc2NC(=O)C1(C)C,-3.7,-4.1,6.5
CC(C)(C)c1cc(CN2CCN(CCO)CC2)cc(C(C)(C)C)c1O,-8.8,-11.6,8.0
CCOC(=O)CCn1c(CC(=O)OCC)nc2ccccc21,2.5,0.4,-5.0
Cc1cc2ncn(CC(O)COC3CCCCC3)c2cc1C (stereo unspecified),-10.4,-8.2,6.9
O=[N+]([O-])/C=C/c1c(OCc2ccccc2)ccc2ccccc12,-2.5,28.1,23.5
CN1CCN(C(=O)c2ccccc2NC(=O)C(C)(C)C)CC1,0.8,-7.7,-5.3
O=C(CNC(=O)C12CC3CC(CC(C3)C1)C2)NC1=NCCS1,19.6,-2.4,0.1
CCOC(=O)C(C)CC(C)C(=O)N1CCOCCOCCN(C(=O)C(C)CC(C)C(=O)OCC)CCOCC1 (stereo unspecified),1.8,-10.8,4.9
O=C(O)CC(C(=O)Nc1cccc(C(F)(F)F)c1)C1CCCO1 (stereo unspecified),-0.5,-11.9,-4.9
CN1CCN(C(=O)c2ccc(Cl)c(S(=O)(=O)N3CCCCC3)c2)CC1,1.8,-2.0,7.1
Cc1ccc(/C=N/N2CCN(c3ccncc3S(=O)(=O)N3CCCCC3)CC2)cc1,-7.5,13.6,-4.3
COc1ccccc1CNC(=O)c1cccs1,62.8*,-14.4,-2.0
Cn1ncc(Cl)c1C(=O)Nc1ccc(Cl)cn1,0.3,-1.5,35.7
FC(F)(F)c1nnc2ccc(NCn3nnc4ccccc43)nn12,9.7,5.5,-7.6
Cn1c(Cc2ccccc2)nnc1SCC(=O)Nc1ccc2c(c1)OCO2,16.6,-6.5,-2.5
O=C(Oc1ccc(-c2nccc(-c3ccccn3)n2)cc1)c1cccc(C(F)(F)F)c1,6.8,0.3,4.7
Cc1ccc2nc3c(c(N)c2c1)CCN3c1ccccc1,52.6*,1.5,9.7
CCSc1nc2sc3c(c2c(=O)n1C1CCCCC1)CCN(C)C3,8.2,-1.4,4.8
Cc1ccc(S(=O)(=O)N/N=C/c2ccc(OCC(=O)NC(C)C)cc2)cc1,-5.8,-10.3,-1.1
O=C(CSCCO)Nc1ccc(C2CCCCC2)cc1,2.4,-0.2,-18.0
Cc1ccc(-c2csc(NC(=O)c3cccc(S(=O)(=O)N4CCN(C)CC4)c3)n2)cc1,7.4,-4.2,16.9
O=C(CSc1nc2c(c(=O)n1-c1ccc(F)cc1)SCC2)Nc1ccc2c(c1)OCO2,3.4,-5.2,-3.7
COc1ccc(-n2cnnc2SCC(=O)c2cc(C)n(Cc3cccs3)c2C)cc1,0.1,1.5,6.7
O=C(O)Cn1c(SCCOc2ccccc2)nc2ccccc21,-3.2,5.6,-10.2
CNC(=O)NC1CCCCc2sccc21 (stereo unspecified),-3.2,-11.1,-3.4
CC1=CC=CC2=NC(=O)CC(C)(C(=O)N(CC(=O)NC3CCCC3)c3ccccc3C)N12 (stereo unspecified),16.7,0.3,2.1
O=C(CC12CC3CC(CC(C3)C1)C2)Nc1ccc2c(c1)COC2=O,-7.8,5.6,5.7
CCOC(=O)CCC(=O)N1CCOCCOCCN(C(=O)CCC(=O)OCC)CCOCC1,-1.3,0.5,-3.0
CCOC(=O)c1ccc(-c2ccc(/C=C(\C#N)C(=O)NCC3CCCO3)o2)cc1 (stereo unspecified),-2.1,-2.5,33.9
O=C(C[C@H]1C[C@H](C(=O)N2CCOCC2)[C@@]2(CCC3CCCC3)c3[nH]c4cc(-c5ccco5)ccc4c3CCN2C1=O)NCCC1=CCCCC1,-7.9,-0.3,18.3
CCCNC(=O)CC(NS(=O)(=O)c1ccc(Cl)cc1)c1ccco1 (stereo unspecified),-7.1,-3.3,-6.3
Cc1ccc(NC(=O)CC2Nc3ccccc3NC2=O)cc1Cl (stereo unspecified),-11.4,-5.9,38.9
Cc1cccc(-n2nc([N+](=O)[O-])c(=NCc3cccnc3)n2O)c1,3.6,6.0,2.0
C[n+]1ccc(C(=O)NCc2ccccc2)cc1,-3.0,-0.6,1.2
COCCn1c(NCc2ccccc2)nc2c1c(=O)[nH]c(=O)n2C,-24.7,-0.2,-0.8
CCCCc1ccc(S(=O)(=O)NCCc2ccncc2)cc1,0.5,-5.4,15.5
O=C(Nc1ccccc1-c1ccccc1)NC1CCN(C(=O)N2CCOCC2)CC1,-4.1,0.3,1.1

# An excerpt from above in order of SMILES length, lowest first.
SMILES,RAD54 inh,ARNT TACC3 PPI,esBAF inh
CNC(=O)NC1CCCCc2sccc21 (stereo unspecified),-3.2,-11.1,-3.4
C[n+]1ccc(C(=O)NCc2ccccc2)cc1,-3.0,-0.6,1.2
CCCCc1ccc(S(=O)(=O)NCCc2ccncc2)cc1,0.5,-5.4,15.5
Cc1ccc(NC(=O)CC2Nc3ccccc3NC2=O)cc1Cl (stereo unspecified),-11.4,-5.9,38.9
CCSc1nc2sc3c(c2c(=O)n1C1CCCCC1)CCN(C)C3,8.2,-1.4,4.8
COCCn1c(NCc2ccccc2)nc2c1c(=O)[nH]c(=O)n2C,-24.7,-0.2,-0.8
CCCNC(=O)CC(NS(=O)(=O)c1ccc(Cl)cc1)c1ccco1 (stereo unspecified),-7.1,-3.3,-6.3
O=C(CC12CC3CC(CC(C3)C1)C2)Nc1ccc2c(c1)COC2=O,-7.8,5.6,5.7
Cc1cccc(-n2nc([N+](=O)[O-])c(=NCc3cccnc3)n2O)c1,3.6,6.0,2.0
COc1ccc(-n2cnnc2SCC(=O)c2cc(C)n(Cc3cccs3)c2C)cc1,0.1,1.5,6.7
CCOC(=O)CCC(=O)N1CCOCCOCCN(C(=O)CCC(=O)OCC)CCOCC1,-1.3,0.5,-3.0
CCOC(=O)c1ccc(-c2ccc(/C=C(\C#N)C(=O)NCC3CCCO3)o2)cc1 (stereo unspecified),-2.1,-2.5,33.9
O=C(CSc1nc2c(c(=O)n1-c1ccc(F)cc1)SCC2)Nc1ccc2c(c1)OCO2,3.4,-5.2,-3.7
Cc1ccc(-c2csc(NC(=O)c3cccc(S(=O)(=O)N4CCN(C)CC4)c3)n2)cc1,7.4,-4.2,16.9
CC1=CC=CC2=NC(=O)CC(C)(C(=O)N(CC(=O)NC3CCCC3)c3ccccc3C)N12 (stereo unspecified),16.7,0.3,2.1
O=C(C[C@H]1C[C@H](C(=O)N2CCOCC2)[C@@]2(CCC3CCCC3)c3[nH]c4cc(-c5ccco5)ccc4c3CCN2C1=O)NCCC1=CCCCC1,-7.9,-0.3,18.3

# More compounds follow.
SMILES,RAD54 inh,ARNT TACC3 PPI,esBAF inh
CCCCn1c(SCC(=O)Nc2cc(C)on2)nnc1-c1ccco1,-12.4,8.7,0.7
CCOC(=O)c1ccccc1NS(=O)(=O)c1ccc(C)cc1,5.3,-4.3,-7.2
CCOC(=O)c1cnc(SC)nc1Oc1cccc(NC(=O)c2cccc(Cl)c2Cl)c1,-2.4,-3.5,1.7
COc1ccc(C(C)=O)c2c(O)cccc12,-4.5,-1.6,-1.9
CCC(C)(c1ccc(C=O)s1)c1ccc(C=O)s1,-6.3,0.8,1.1
O=C(CSc1ccc2c(c1)OCCO2)Nc1ccc(Cl)cn1,-0.4,0.2,15.3
COC(=O)CSc1nc(C)c(Oc2ccccc2)c(=O)[nH]1,-14.6,-0.2,-2.6
C=COCCn1c(=N)n(CCC)c2ccccc21,-13.9,13.6,4.5
CCOc1cc(CNc2ccc3[nH]c(=O)[nH]c3c2)ccc1OCC(=O)NC(C)(C)C,3.5,1.9,-13.2
COc1ccc(N2C(=O)NC3CC2(C)Oc2ccccc23)cc1OC (stereo unspecified),-9.0,17.2,6.1
c1ccc(-n2nnnc2-c2cnc(-c3cccnc3)nc2-c2cccs2)cc1,6.6,-2.8,7.2
N#Cc1nc(-c2ccco2)oc1NCCc1ccccc1,3.2,-2.4,13.0
COC(=O)[C@H](Cc1ccccc1)NC(=O)Nc1ccc(C)cc1,-4.1,-6.2,6.7
Cc1ccc(S(=O)(=O)N2CCCC2C(=O)OCc2ccco2)cc1 (stereo unspecified),-5.4,-10.9,4.5
O=C(O)c1cc(Nc2nc(N3CCOCC3)nc(N3CCOCC3)n2)ccc1Cl,-6.6,3.5,-5.8
CSc1nsc(/C=C/Nc2ccc(C)cc2)c1C#N,-0.9,-7.5,5.2
Cn1c(=NCC(O)COc2ccccc2)sc2ccccc21 (stereo unspecified),-1.2,-6.2,5.4
O=C(NCC(=O)N(c1ccccc1)C(C(=O)NC1CCCC1)c1cccnc1)c1ccco1 (stereo unspecified),3.0,-2.7,-2.9
O=C(CCc1nc(-c2ccccc2)no1)Nc1cc(C(F)(F)F)ccc1Cl,-4.0,-4.8,-2.8
COC(=O)c1[nH]c(=O)c2ccccc2c1O,5.5,18.2,-1.3
COc1ccc(-c2ocnc2C(=O)Nc2ccccc2N2CCCCC2)cc1,5.5,-11.8,9.3
Cc1onc(-c2ccccc2Cl)c1C(=O)N1CCN=C1SCc1cccnc1,-2.5,3.8,10.5
COc1ccc(/C=N\NC(=O)COc2ccc(C(C)(C)C)cc2)cc1Cn1nc(C)cc1C,-7.9,-2.5,-2.1
CCOc1cccc(C2C(C(=O)c3ccco3)=C(O)C(=O)N2Cc2ccncc2)c1 (stereo unspecified),3.8,2.3,7.6
Cc1ccccc1-c1cc(C(=O)Nc2nc3c(s2)CCCC3)c2ccccc2n1,-16.3,-5.2,9.2
CCN(CC)P(=O)(C(NC(=O)OC)C(F)(F)C(F)(F)C(F)(F)C(F)F)N(CC)CC (stereo unspecified),6.0,4.6,4.6
CC12CCC(C/C1=N\OC(=O)c1ccc(F)cc1)C2(C)C (stereo unspecified),7.7,-3.4,-0.1
O=C(NCc1ccccn1)NC12CC3CC(CC(C3)C1)C2,-22.3,-3.4,2.7
COc1cccc(Nc2nnc(SCn3nnc4ccccc4c3=O)s2)c1,-1.1,5.2,16.9
O=C(Cc1ccc(S(=O)(=O)N2CCCC2)s1)N1CCOCC1,-6.5,-12.5,1.6
Cn1c(SCC(=O)N2CCOCC2)nnc1-c1ccccc1,-9.3,-30.2,1.6
Cc1cccc(OCC(=O)Nc2cc(C)ccc2O)c1,-5.3,-6.2,-0.1
Cn1c(C(=O)Nc2ccccc2)cc2sccc21,0.3,-2.4,-10.3
Nc1nc2c(s1)CCc1c-2cnn1-c1ccccc1,-8.8,23.7,-6.2
CCOc1ccc2ccccc2c1CNCCN1CCOCC1,12.6,-4.2,-4.9

# An excerpt; count on the stated rates, not on these rows.
